# Compound activity deposited in PubChem BioAssay by National Center for Advancing Translational Sciences (NCATS).
# AT treatment = potential ataxia-telangiectasia treatment; […] A-T fibroblasts, KAP-1 phosphorylation AlphaLISA; neocarzinostatin DNA damage 30 min before lysis; Potency, µM (series often up to 57.5 µM), inactives show at the highest dose activation, most hits filed as activators; hit rate 0.19% among 320,000; note: potency is the fitted concentration of half-maximal effect; % of control where 0% means no effect; nearly all actives have a fitted effect of over 45% in size
#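 hTERT-immortalized A-T patient fibroblasts ([…]), 500 cells/well in OPTI-MEM, 1% FBS, got compounds for 60 min, then NCS for 30 min at 37C. Lysates were then assayed for phospho-KAP-1 by AlphaLISA (anti-pKAP1 donor, anti-KAP1 acceptor beads), 6 hr at 25C.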
# Integrin act MD = integrin-mediated muscular dystrophy alleviation activation; AID 624291; alpha7betagal myoblasts, beta-gal FDG fluorescence, 48 h; hit rate 0.064% among 350,000; Potency, µM (series often up to 38.3 µM), without a hit: at the highest dose activation, most hits filed as activators;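 note: potency is the fitted concentration of half-maximal effect; 100% = response of the positive control SU9516; nearly all actives have a fitted effect of over 60% in size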
#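 alpha7betagal+/- myoblasts (passage 13, 250/well) treated 48 h at 37C with compounds at 1:260 dilution of DMSO stock. Lysed, then beta-galactosidase activity read as FDG fluorescence (ex 480/em 540) after 30 min, with pre-read for autofluorescence.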
# p53 reactivator = re-activators of mutant p53. hit rate 0.063% among 320,000. Potency, µM (titrated, usually from 92.2 µM), for inactives: at the highest dose activity change, positive = activation, hits mostly activators. H1299 p53-A138V BP100-luciferase reporter, luminescence, 24 h. AID 504706; note: potency is the fitted concentration of half-maximal effect; % of control where 0% means no effect; nearly all actives have a fitted effect of over 45% in size
#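 p53-null H1299 cells stably carrying temperature-sensitive p53-A138V and a BP100-luciferase reporter were pinned with compounds (4-point, 1:5 series) and held 24 hrs at 37 deg C. Luminescence was read 10 min after detection reagent.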
# B2AR arrestin = beta2AR (human) beta-arrestin recruitment activity; AID 492947; P07550; beta-arrestin recruitment to beta2AR, cell-based reporter; hit rate 0.02% among 330,000; Potency, µM (titrated, usually from 46.1 µM), for the others: top-dose activation, most hits filed as activators;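 note: potency is the fitted concentration of half-maximal effect; 0% = DMSO controls and full agonism = EC100 isoproterenol or metaproterenol; nearly all actives have a fitted effect of over 65% in size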
# Target sequence (P07550 whole entry, looked up): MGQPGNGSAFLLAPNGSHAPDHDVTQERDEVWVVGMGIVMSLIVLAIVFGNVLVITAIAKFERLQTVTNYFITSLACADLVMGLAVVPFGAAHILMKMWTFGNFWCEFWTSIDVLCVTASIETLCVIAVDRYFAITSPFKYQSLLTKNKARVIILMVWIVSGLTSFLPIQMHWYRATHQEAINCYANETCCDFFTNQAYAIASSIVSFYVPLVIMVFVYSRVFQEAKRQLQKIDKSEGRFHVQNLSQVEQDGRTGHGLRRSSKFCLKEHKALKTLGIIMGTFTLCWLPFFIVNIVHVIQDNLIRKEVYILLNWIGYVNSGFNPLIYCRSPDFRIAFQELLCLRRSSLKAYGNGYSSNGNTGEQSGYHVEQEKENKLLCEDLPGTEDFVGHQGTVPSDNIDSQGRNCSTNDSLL
# TSG101-PTAP inh = blocks PTAP/TSG101 interaction to inhibit HIV-1 budding | Q99816 | Fluorescence polarization, FITC-PTAP peptide / Tsg101 binding | Potency, µM (top dose mostly 115 µM), for the others: top-dose activity change, negative = inhibition, usual class: inhibitors | 340,000 tested, under 10 active; active = well fitted inhibition curve with a large enough effect in the main read-out, with a control signal flat, not every such curve was filed as active; inconclusive = small, poorly fitted or top-dose-only effect, or effect the other way, or a change in a side signal; inactive = no such curve, though single readings can be large or run the other way; note: potency is the fitted concentration of half-maximal effect; % of control where 0% means no effect
# Target sequence (Q99816 whole entry, looked up): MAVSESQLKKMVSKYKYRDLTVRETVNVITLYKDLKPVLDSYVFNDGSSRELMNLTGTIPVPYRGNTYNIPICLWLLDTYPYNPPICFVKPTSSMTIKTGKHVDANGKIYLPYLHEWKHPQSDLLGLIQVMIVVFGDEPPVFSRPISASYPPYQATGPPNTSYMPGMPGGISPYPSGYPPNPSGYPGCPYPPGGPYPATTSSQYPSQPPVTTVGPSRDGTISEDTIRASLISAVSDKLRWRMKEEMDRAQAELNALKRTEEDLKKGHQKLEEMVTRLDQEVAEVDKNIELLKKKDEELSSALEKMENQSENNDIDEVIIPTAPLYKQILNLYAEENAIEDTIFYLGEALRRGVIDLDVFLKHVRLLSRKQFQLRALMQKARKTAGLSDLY
#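 Compounds were pin-transferred onto Tsg101 binding domain (10 uM final) in HEPES pH 7.5 buffer, then FITC-PTAP peptide was added at 50 nM final. After 20 min at RT, polarization reported peptide displacement across a qHTS concentration series.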
# TCR act = activates T cell receptor signaling; Potency, µM (highest dose often 9.22 µM), for inactives: top-dose activation of IL-2 secretion, most hits filed as activators; primary human leukocytes, anti-CD3, IL-2 HTRF, 48 h; AID 504894; 330,000 tested, under 10 active; note: % of control where 0% means no effect
#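 IL-2 produced over 48 hr by a-CD3 bead-stimulated primary human leukocytes exposed to compounds was detected with a homogeneous time-resolved FRET immunoassay, 665nm acceptor signal after 320nm excitation.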
# BRCA1 expr act = increases BRCA1 expression; hit rate 1.1% among 380,000; AID 624202; Potency, µM (doses to about 46.1 µM), inactives show at the top dose activation, hits mostly activators; MCF7-BRCA1-FFLuc reporter, luminescence, 48 h; response scale: scaled: vehicle 0%, 10 µM genistein 100%; note: potency is the fitted concentration of half-maximal effect; nearly all actives have a fitted effect of over 80% in size; some results filed as inactive show a strong effect at the top dose
#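 Reporter cells (MCF7, BRCA1 promoter-firefly luciferase) received library compounds across a concentration series for 48 h. End-point luminescence was measured and concentration-effect curves derived after normalization.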
# TRPV1 ag = human TRPV1 agonism. Q8NER1. TRPV1-expressing cells, Fluo-8 calcium influx, agonist mode. activation, % at 8.33 µM. hit rate 0.19% among 320,000. AID 540275; in the data active = activation above about 80%; inconclusive = between about 30% and that limit; note: 0% is about no effect
#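 Fluo-8 calcium influx in TRPV1-expressing cells, kinetic read (ex 480/em 520 nm). Compound added and read 3 min for agonist activity, followed by capsaicin at EC20 final and 2 min further read for enhancement.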
# MLL CXXC-DNA inh = MLL CXXC-DNA interaction inhibition | hit rate 0.037% among 290,000 | Potency, µM (titrated, usually from 115 µM), inactives show at the top dose activity change, negative = inhibition, most hits filed as inhibitors | Q03164 | MLL-CXXC / FITC-HOXA9 DNA fluorescence polarization; active = well fitted inhibition curve with a large enough effect in the polarisation, with a control signal flat, not every such curve was filed as active; inconclusive = small, poorly fitted or top-dose-only effect, or effect the other way, or a change in a side signal; inactive = no such curve, though single readings can be large or run the other way; the % refers to the polarisation; note: potency is the fitted concentration of half-maximal effect
#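 Purified MLL-CXXC (added from a 7 uM solution) was preincubated 5 min at ambient with pinned compounds in 50 mM Tris-HCl pH 7.5, 50 mM NaCl, 1 mM DTT, 0.05% BSA. Fluorescein-labeled HOX-A9 DNA (50 nM solution) followed, 30 min, then polarization read.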
# ELG1 DNA repair = inhibitors of ELG1-dependent DNA repair in HEK293T cells. hit rate 2.3% among 330,000. AID 504467. Potency, µM (series often up to 46.1 µM), for the others: at the highest dose activity change, negative = inhibition, hits mostly inhibitors. HEK293T ELG1-luciferase reporter, luminescence, 16 h; DNA damage induced by 5-fluorouridine; note: potency is the fitted concentration of half-maximal effect; % is set by controls: 0 for no effect and ±100 for the full control effect; nearly all actives have a fitted effect of over 55% in size
#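 Quantitative HTS, concentration-response format. 2,000 cells/well co-treated with 5-fluorouridine and compound, 16 hr in 5% CO2 at 37 °C; ONE-Glo luminescence read after 30 min.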
# * hit, by the source's call; ? = inconclusive; . = not tested or not shown; [ ] = dose if it differs, or a comment. Unless noted, calls come from the whole dose curve; as a rule, active = well fitted curve in the direction sought with a large enough effect; inconclusive = small, poorly fitted or top-dose-only effect, or another doubt; inactive = no such curve, though single readings can be large; an effect the other way counts as inactive or inconclusive.
SMILES,AT treatment,Integrin act MD,p53 reactivator,B2AR arrestin,TSG101-PTAP inh,TCR act,BRCA1 expr act,TRPV1 ag,MLL CXXC-DNA inh,ELG1 DNA repair
CCOC(=O)c1ccc(COC(=O)c2ccc3c(c2)-c2ccccc2C3=O)cc1,2%,8%,10%,-0.2%,-5%,3%,-21%,-3,-11%,-1%
OC(COCc1cccs1)CN1CCN(c2cccc(Cl)c2)CC1 (stereo not given),3%,9%,-6%,-0.6%,-4%,4%[46.1 µM],-28%,2,-1%,-3%
Cc1ncc([N+](=O)[O-])n1CCOC(=O)NC(Nc1ccc(F)cc1)C(Cl)(Cl)Cl (stereo not given),4%,-2%,-6%,0.0%,-1%,-4%,-1%,-2,-8%,29%
Nc1nc(SCc2ccccc2Cl)c2ncn(C3OC(CO)C(O)C3O)c2n1 (stereo not given),.,1%,.,.,-7%,1%,25%,.,.,.
Cc1ccc(S(=O)(=O)n2c3ccc(F)cc3c3nc(C)sc32)cc1,6%,.,4%,3.4%,.,-7%[46.1 µM],.,-1,1%,29%
CCCCCCn1c(N2CCC(C(N)=O)CC2)nc2c1c(=O)n(C)c(=O)n2C,10%,3%,-6%,-0.4%,-4%,7%,-18%,30,-2%,?
CC1=C(C(=O)OCC(Cl)(Cl)Cl)N2C(=O)C(NC(=O)Cc3ccccc3)C2SC1 (stereo not given),6%,7%,-4%,0.3%,0%,-4%,21%,-1,-3%,?
CCN(CC)S(=O)(=O)c1ccc(C(=O)OCC(=O)Nc2ccc(-c3nc4ccc(C)cc4s3)cc2)cc1,-2%,0%,?,-1.9%,-3%,-9%[46.1 µM],-31%,0,-4%,?
O=C1C(Cl)=C(NS(=O)(=O)c2ccc([N+](=O)[O-])cc2)C(=O)c2ccccc21,20%,0%,-17%,0.0%,-7%,4%,-94%,-1,50µM*,18µM*
CC(C)c1ccc(-c2cc(C(=O)N3CCOCC3)c3cc(Br)ccc3n2)cc1,4.5µM*,3%,23%,-0.2%,0%,-20%,-34%,5,19%,?
Cn1ncc2c(NNC(=O)c3ccccc3Cl)ncnc21,-2%,19%,13%,-0.3%,-3%,-3%[46.1 µM],-23%,-1,-7%,22%
Oc1c(Cl)cc(Cl)cc1/C=C/c1ccc2cccc(O)c2n1,-1%,-78%[inhibitor],1%,0.2%,-3%,-12%,-65%,16,?,23µM*
C/C(=N\NC(=O)c1ccc(N(C)C)cc1)c1ccc(C)c(C)c1,-7%,26%,21%,-0.4%,-3%,-3%[46.1 µM],30%,4,4%,?
CN(C(=O)c1c(Br)cnn1C)C12CC3CC(CC(C3)C1)C2,2%,.,-6%,-0.7%,.,3%[46.1 µM],.,25,5%,-2%
Cc1nn(S(=O)(=O)c2ccccc2)c(C)c1Sc1ccc([N+](=O)[O-])cc1,4%,-24%,5%,-0.1%,-6%,-3%,-1%,-1,3%,-16%
COc1ccc(N2C(=O)CC(Sc3ncccc3C(=O)O)C2=O)cc1 (stereo not given),.,15%,3%,0.0%,-7%,-5%,14%,-2,2%,1%
Cc1ccc(C)c(NC(=O)CCN2C(=O)C3CC=CCC3C2=O)c1 (stereo not given),-3%,?,-2%,-1.9%,-2%,6%,-4%,-1,.,4%
CCN(CCO)Cc1csc2ccc(Cl)cc12,-10%,17%,-10%,-1.0%,1%,-2%[46.1 µM],-9%,-1,-1%,-4%
Cc1ccc(NC(=O)C(=O)NCCc2c[nH]c3ccccc23)cc1C,10%,-10%,3%,0.1%,1%,-2%,0%,26,-6%,-5%
CC(Oc1ccccc1C(N)=O)C(=O)Nc1ccc(S(=O)(=O)N2CCCC2)cc1 (stereo not given),1%,19%,-5%,0.3%,-4%,-52%,-9%,?,.,?
O=C(CN(Cc1ccccc1Cl)C(=O)CNS(=O)(=O)c1ccc(F)cc1)NCC1CCCO1 (stereo not given),-10%,-9%,-3%,-0.4%,1%,3%,-3%,7,3%,2%
COc1ccc(S(=O)(=O)NCC2CCCO2)cc1NC(=O)c1ccccc1F (stereo not given),-3%,11%,-3%,0.3%,-8%,-27%,-1%,5,-7%,20%
O=C(Cc1ccccc1)Nc1ccccc1C(=O)Nc1ccccc1,8%,-9%,9%,-1.1%,-2%,2%[46.1 µM],-5%,?,-6%,0%
CN(C)S(=O)(=O)c1ccc(C(=O)N2CC(=O)Nc3ccc(F)cc3C2c2ccc(F)cc2)cc1 (stereo not given),5%,2%,-5%,-0.6%,0%,-4%,-2%,2,5%,-8%
COC(=O)CSC1=C(C#N)C(c2ccc(Cl)cc2)C(C(=O)OC)C(=O)N1 (stereo not given),0%,1%,8%,-1.1%,-6%,4%,-2%,15,-7%,1%
COc1cc(C(C)=O)ccc1OCc1nnc(-c2ccccc2Br)o1,7%,44%,1%,-0.3%,1%,3%,77%,0,7%,1%
CCOC(=O)C(N)CSC1CC(=O)N(c2ccc(C(=O)OC)cc2)C1=O (stereo not given),-11%,24%,-2%,-0.6%,-2%,-1%,-17%,2,10%,-11%
O=C(O)Cc1sc(Nc2ccccc2)nc1-c1cccs1,-7%,13%,13%,0.3%,5%,13%,76%,0,-5%,?
COC(=O)c1cc(OC)c(OC)cc1NC(=O)CCc1ccc(C)o1,0%,5%,0%,-0.2%,0%,-2%,10%,13,0%,?
Cc1nc2oc3c(NCc4ccccc4)ncnc3c2c2c1COC(C)(C)C2,4%,-16%,-2%,-0.4%,1%,4%,0%[1.84 µM],-3,5%,7.3µM*
O=C(CCN1CCN(C(=O)c2ccco2)CC1)Nc1ccc(F)cc1,-1%,3%,5%,0.1%,-3%,-2%,-2%,-3,0%,2%
Cc1nnc(NC(=O)C2CCCN(S(=O)(=O)Cc3ccccc3)C2)s1 (stereo not given),-1%,-22%,-9%,-0.3%,-6%,2%,-24%,0,1%,?
CC(=O)OC1CCC2(C)C(CCC3C2CC(OC(C)=O)C2(C)C3C[C@@H]3O[C@]4(CC[C@@H](C)CO4)[C@@H](C)C32)C1 (stereo not given in full),.,8%,.,.,-1%,-6%,-20%,.,.,.
CNC(=O)c1cccc2cccc(Sc3ccccc3C(=O)O)c12,2%,2%,2%,-0.4%,-1%,2%,3%,2,-8%,-6%
CCOc1ccc(-n2cc(C(=O)Nc3cccc(Cl)c3)c3cc(OC)c(OC)cc3c2=O)cc1,.,8%,-3%,-0.6%,-4%,-3%,-7%,0,13%,?
CCOC(=O)c1c(NC(=O)CSc2nnc(-c3c[nH]c4ccccc34)n2CC)sc2c1CCCC2,14%,-39%,-5%,-1.8%,-7%,2%,-57%,0,-5%,-23%

# Reprinted from the part before: two compounds, then new ones.
SMILES,AT treatment,Integrin act MD,p53 reactivator,B2AR arrestin,TSG101-PTAP inh,TCR act,BRCA1 expr act,TRPV1 ag,MLL CXXC-DNA inh,ELG1 DNA repair
CCOc1ccc(-n2cc(C(=O)Nc3cccc(Cl)c3)c3cc(OC)c(OC)cc3c2=O)cc1,.,8%,-3%,-0.6%,-4%,-3%,-7%,0,13%,?
CCOC(=O)c1c(NC(=O)CSc2nnc(-c3c[nH]c4ccccc34)n2CC)sc2c1CCCC2,14%,-39%,-5%,-1.8%,-7%,2%,-57%,0,-5%,-23%
O=C(CSc1nc(-c2ccc(F)cc2)cs1)N1CCN(C(=O)c2ccco2)CC1,2%,-18%,2%,0.3%,-9%,.,-17%,-4,1%,?
N#Cc1ccsc1NC(=O)CN(Cc1ccccc1)Cc1ccccc1,11%,3%,0%,-0.9%,-4%,-2%[46.1 µM],-42%,27,0%,-10%
O=S(=O)(NCCSc1ccccn1)c1ccc(Cl)cc1,-3%,0%,5%,0.2%,-1%,4%,-2%,-1,7%,2%
Cc1cccc(OCC(=O)Nc2ccc3nc(C)sc3c2)c1,-11%,25%,0%,0.0%,1%,11%,39%,3,14%,4%
CC1=NN(c2ccccc2)C(=O)C1N=Nc1ccc(C)cc1 (stereo not given),3%,.,4%,0.2%,.,.,.,2,7%,7%
CCCCOc1ccc(C(=O)Oc2cccnc2)cc1,0%,-5%,6%,-1.1%,-7%,-2%,23%,?,60%[activator],-1%
CCN(CC)CCOC(=O)c1ccc(NC(=O)COc2cc(=O)n(CC)c3ccccc23)cc1,1%,3%,9%,0.0%,-9%,0%,4%,0,18%,?
COCCCn1c(SCC(=O)N2CCCCC2C)nnc1-c1ccco1 (stereo not given),-3%,8%[7.66 µM],5%,-0.3%,-1%,.,10%,-3,1%,-4%
CCC(C)(C(=O)NC1CCCC1)N(CC1CCCO1)C(=O)c1ccc2c(c1)OCO2 (stereo not given),3%,8%,-1%,-0.5%,-4%,1%,0%,1,-3%,-2%
COc1cccc(NC(=O)C(C)Sc2nnc(C3CC3)n2C2CC2)c1 (stereo not given),-6%,-4%,?,0.0%,0%,1%,0%,1,.,1%
CC(C(=O)N1CCC(C(N)=O)CC1)N(c1ccc(Oc2ccccc2)cc1)S(C)(=O)=O (stereo not given),-4%,-9%,-3%,-0.2%,-2%,0%,-7%,7,-7%,-11%
